# Source: PubChem BioAssay (National Center for Advancing Translational Sciences (NCATS))
# Glioma ERSR ind: induces the endoplasmic reticulum stress response in human glioma cells; U87-MG GRP78 promoter luciferase reporter, 16 h; Potency, µM, for inactives: top-dose activation, hits mostly activators; 420,000 compounds, 0.02% hits; note: potency is the fitted concentration of half-maximal effect; series mostly up to about 76 µM; % of control where 0% means no effect; nearly all actives have a fitted effect of over 35% in size
#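 ERSR induction read as luciferase luminescence (Bright-Glo, 10 min at room temperature) in stably transfected human U87-MG glioma cells exposed to compounds for 16 h, using GRP78 as sensor.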
# RXFP1 antagonist: antagonists of human relaxin receptor RXFP1; AID 1259400; activity change, negative = inhibition, % at 57.5 µM; HEK293-RXFP1, relaxin-stimulated cAMP HTRF, 30 min; active compounds read low; 350,000 compounds, 0.59% hits; Q9HBX9;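 active = activity change of -60% or lower, but not beyond a set lower limit; inconclusive = change between -60% and -40%, or beyond the set limit; inactive = change above -40%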; note: % is set by controls: 0 for no effect and ±100 for the full control effect
# Target sequence (Q9HBX9 whole entry, looked up): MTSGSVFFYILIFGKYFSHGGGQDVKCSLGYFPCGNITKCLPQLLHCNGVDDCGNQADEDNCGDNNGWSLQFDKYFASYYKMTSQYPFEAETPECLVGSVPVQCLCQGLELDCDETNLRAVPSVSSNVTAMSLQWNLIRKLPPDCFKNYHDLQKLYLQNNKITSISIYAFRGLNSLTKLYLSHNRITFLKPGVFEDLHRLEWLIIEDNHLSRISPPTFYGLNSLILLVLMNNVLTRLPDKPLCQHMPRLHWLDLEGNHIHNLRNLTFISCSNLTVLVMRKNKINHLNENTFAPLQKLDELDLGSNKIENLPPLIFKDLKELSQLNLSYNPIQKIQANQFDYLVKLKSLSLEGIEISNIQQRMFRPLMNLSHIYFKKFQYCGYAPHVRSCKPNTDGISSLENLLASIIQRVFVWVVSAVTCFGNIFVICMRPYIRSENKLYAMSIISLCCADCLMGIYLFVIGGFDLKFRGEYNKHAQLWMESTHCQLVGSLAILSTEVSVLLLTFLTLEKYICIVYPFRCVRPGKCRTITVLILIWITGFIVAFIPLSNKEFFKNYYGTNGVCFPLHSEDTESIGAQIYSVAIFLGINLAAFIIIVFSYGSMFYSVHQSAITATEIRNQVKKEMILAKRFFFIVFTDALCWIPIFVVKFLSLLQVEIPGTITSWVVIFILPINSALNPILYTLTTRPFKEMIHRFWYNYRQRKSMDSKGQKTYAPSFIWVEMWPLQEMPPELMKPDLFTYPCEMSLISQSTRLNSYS
# D2 PAM: D2 dopamine receptor (human) potentiation. potentiation, % at 10 µM. P14416. HEK293 T-REx D2, calcium flux, EC20 dopamine potentiation. 340,000 compounds, 0.34% hits;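 active = potentiation over 3 SD above the plate norm, cut at about 30% in these data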; note: 0% is about no effect
#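 Primary screen. Calcium kinetics in induced HEK293 T-REx D2 cells: compound pre-addition 180 s, EC20 dopamine, 180 s more.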
# Vif-APOBEC3G blk: inhibitors of Vif-APOBEC3G interaction | Q9HC16 | HeLa A3G-eYFP + Vif (tagged APOBEC3G with the HIV-1 protein that degrades it), YFP fluorescence, overnight | Potency, µM (highest dose often 46.1 µM), for the others: at the highest dose activity, negative = active, usual class: inhibitors | 410,000 compounds, 0.076% hits | AID 602310;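 note: potency is the fitted concentration of half-maximal effect; % is set by controls: 0 for no effect and ±100 for the full control effect; nearly all actives have a fitted effect of over 60% in size; hits raise eYFP signal because A3G escapes Vif-driven loss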
# Target sequence (Q9HC16 whole entry, looked up): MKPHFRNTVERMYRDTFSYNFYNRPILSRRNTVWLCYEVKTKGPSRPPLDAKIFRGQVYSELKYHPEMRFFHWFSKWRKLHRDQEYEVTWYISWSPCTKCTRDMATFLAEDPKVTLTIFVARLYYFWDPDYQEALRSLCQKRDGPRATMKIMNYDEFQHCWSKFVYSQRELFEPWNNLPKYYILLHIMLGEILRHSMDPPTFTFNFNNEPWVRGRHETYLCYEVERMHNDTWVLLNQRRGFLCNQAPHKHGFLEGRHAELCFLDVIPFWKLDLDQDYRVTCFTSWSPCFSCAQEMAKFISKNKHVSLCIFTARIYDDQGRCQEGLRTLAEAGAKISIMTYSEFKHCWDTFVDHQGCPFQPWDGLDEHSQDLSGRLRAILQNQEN
#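 Read-out is eYFP fluorescence (Ex 488/Em 500-530) from Vif-expressing HeLa A3G-eYFP cells; more signal means A3G escaped Vif-mediated degradation. Cells plated overnight, compound pinned in, incubated overnight at 37 deg C.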
# D1 PAM: enhances dopamine response at the human D1 receptor. P21728. HEK293 TREx D1 cells, calcium flux, dopamine EC20 potentiation. potentiation, % at 10 µM. 360,000 compounds, 0.036% hits; in the data active = potentiation above about 30%; note: 0% is about no effect
# Vif-A3F inh: inhibitors of Vif-A3F interaction | HeLa A3F-eYFP + Vif (tagged APOBEC3F with the HIV-1 protein that degrades it), YFP fluorescence increase | Potency, µM (titrated, usually from 46.1 µM), without a hit: at the highest dose activity, negative = active | AID 602313 | 390,000 compounds, 0.2% hits; note: potency is the fitted concentration of half-maximal effect; % of control where 0% means no effect; nearly all actives have a fitted effect of over 65% in size
#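 Fluorescence increase (Ex 488/Em 500-530) after overnight compound treatment at 37 deg C flags inhibition of Vif-driven A3F-eYFP loss in stable HeLa A3F-eYFP/Vif cells seeded overnight beforehand.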
# D1 antagonist: antagonists of human D1 dopamine receptor; P21728; HEK293 TREx D1 cells, calcium flux, dopamine EC80; active compounds read low; activity change, negative = inhibition, % at 10 µM; 360,000 compounds, 3.2% hits; AID 504652; in the data active = activity change below about -30%; note: % is set by controls: 0 for no effect and ±100 for the full control effect
#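 Inducible Hek293 Trex D1 cells (tetracycline, overnight, 30 C). Calcium dye 30–90 min RT. Antagonist mode: EC80 dopamine added after 180 s compound read.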
# D1 agonist: agonists of human D1 dopamine receptor. P21728. HEK293 T-REx D1 cells, calcium flux, agonist mode. activation, % at 2 µM. 360,000 compounds, 1% hits. AID 504660; in the data active = activation above about 30%; note: 0% is about no effect
#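 Agonism was scored from calcium flux recorded over 180 s (1 read/s) after pintool compound addition, following a 10-cycle baseline. Cells were inducible force-coupled HEK293 TREx D1, plated overnight at 30 C and loaded with no-wash calcium dye.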
# RXFP1 ag: activates the human relaxin receptor RXFP1. Q9HBX9. HEK293T-RXFP1 cAMP TR-FRET, 30 min; response scale: percent of porcine relaxin response, buffer zero. Potency, µM (titrated, usually from 57.5 µM), for the others: at the top dose activation, usual class: activators. 370,000 compounds, 0.3% hits. AID 2676; note: potency is the fitted concentration of half-maximal effect; % is set by controls: 0 for no effect and ±100 for the full control effect; nearly all actives have a fitted effect of over 60% in size; many of its hits are not listed in these tables
#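 HEK293 cells stably expressing RXFP1, treated 30 min at 37C with compounds plus PDE4 inhibitor Ro 20174; cAMP measured by HTRF TR-FRET. Normalized to buffer and 29 nM porcine relaxin; EC50 by Hill fit.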
# * marks the source's active call; other numbers are inactive results; ? = inconclusive; · = not tested or not shown; & = joins results of further samples. Unless noted, calls come from the whole dose curve; as a rule, active = well fitted curve in the direction sought with a large enough effect; inconclusive = small, poorly fitted or top-dose-only effect, or another doubt; inactive = no such curve, though single readings can be large; an effect the other way counts as inactive or inconclusive. Some of the compounds tested, so the mix of outcomes need not match the whole.
SMILES,Glioma ERSR ind,RXFP1 antagonist,D2 PAM,Vif-APOBEC3G blk,D1 PAM,Vif-A3F inh,D1 antagonist,D1 agonist,RXFP1 ag
COc1cccc(C2CCN(CC(=O)Nc3cc(Cl)ccc3OC)CC2O)c1 (centres undefined),-5%,-7,-11,0%,-8,-1%,3,4,3.1%
COc1cc(Br)cc(CN2CCN(C)CC2)c1O,-1%,7,-29,1%,-7,-12%,-4,3,0.6%
CC1CCC(NCCc2ccc3c(c2)OCO3)CC1 (centres undefined),-2%,-12,·,-1%,4,0%,3,3,-0.9%
CCOP(=O)(Cc1ccc(C(=O)CC)o1)OCC,-3%,-16,4,3%,-3,-1%,6,2,4.3%
CN1C(=O)NC(=O)/C(=C\C=C\c2ccccc2[N+](=O)[O-])C1=O,-15%,-38,·,?,-3,12%,-5,-2,2.2%
C[C@]12CCC3C(CC[C@H]4[C@H](O)[C@H](O)CC[C@]34C)C1CCC2=O (some centres undefined),0%,2,·,3%,·,2%,·,·,·
CCCOc1ccc(C2SCC(=O)Nc3c2c(C)nn3-c2cccc(C)c2)cc1OC (centres undefined),·,-4,-8,·,6,·,4,-1,-0.9%
CN1C(=O)/C(=C\c2ccc(Br)s2)C(=O)NC1=S,-6%,-15,8,1%,-3,?,-2,5,7.0%
O=C1NC(=S)N(c2ccc(F)cc2)C(=O)/C1=C/c1ccccc1O,0%,13,-12,-1%,-10,-7%,5,4,-0.4%
COc1ccc(S(=O)(=O)NCc2ccc(C(=O)N3CCC4(CC3)OCCO4)cc2)cc1,3%,-23,18,0%,-1,6%,-8,1,1.9%
CC(C)C(=O)c1cn(Cc2ccc(C#N)cc2)c2ccccc12,6%,2,-1,0%,-4,-18%,-1,9,0.7%
ClCCN(CCCl)c1ccc(-n2cnc3c(Cl)ncnc32)cc1,?,-34,·,-25%,·,17%,·,·,·
O=C(Nc1ccc2c(c1)OCO2)c1cccn(Cc2cccc([N+](=O)[O-])c2)c1=O,-1%,·,-4,0%,-2,-9%,·,-4,0.9%
CCn1cc(CN2CCCC(C(=O)c3cccc(OC)c3)C2)c(C)n1 (centres undefined),-5%,7,-14,-1%,-1,-2%,2,3,1.8%
COc1ccc(-c2nc(CN3C(=O)CN=C(c4ccccc4)c4cc(Cl)ccc43)c(C)o2)cc1,-2%,-6,·,-4%,-3,-6%,-28,12,-0.2%
CC[C@H]1CN2CCC1C[C@H]2[C@H](O)c1ccnc2ccc(OC)cc12 (some centres undefined),-4%,·,11,-5%,-1,0%,-15,1,0.1%
O=C(c1ccccc1F)c1cn(CC(=O)N2CCOCC2)c2ccccc12,-2%,3,4,4%,-3,·,37,1,1.1%
CC(=O)Nc1ccc(S(=O)(=O)NC(CC(=O)N2CCC3(CC2)OCCO3)C(C)C)cc1 (centres undefined),0%,-10,·,0%,-1,5%,-7,0,0.4%
CCN(CC)P(c1n(C)cc[n+]1C)N(CC)CC,0%,-5,-1,1%,4,-7%,-1,-4,-0.4%
O=C(NCC1=C(c2cccc3ccccc23)C[C@@H]2CC[C@H]1N2Cc1ccco1)c1ccncc1,-3%,6,·,0%,·,-8%,·,·,·
CN(C(=O)COC(=O)c1cn(C)c2ccccc12)C1CCCCC1,3%,-3,4,-11%,-8,-3%,-7,-1,-1.2%
CC(=O)OCC(=O)[C@H]1CC[C@H]2[C@@H]3CC[C@H]4C[C@H](O)CC[C@]4(C)[C@H]3C(=O)C[C@]12C,-2%,·,-12,-2%,1,8%,3,-1,0.5%
O=C(NCCCN1CCOCC1)C(Cl)(Cl)Cl,-2%,-3,-1,-2%,-6,3%,-8,2,0.4%
COc1ccc(CN2C(=O)NC(=O)/C(=C/c3ccc(OC)c(OC)c3OC)C2=O)cc1,1%,-25,8,-7%,-2,4%,-35*,7,-2.3%
O=C1NC(=O)N(c2cccc(F)c2)C(=O)/C1=C/c1ccc(N2CCOCC2)cc1,-4%,0,8,-1%,-1,-1%,2,3,0.2%
# Next section
SMILES,Glioma ERSR ind,RXFP1 antagonist,D2 PAM,Vif-APOBEC3G blk,D1 PAM,Vif-A3F inh,D1 antagonist,D1 agonist,RXFP1 ag
CCN(CC)CCN=Cc1c(O)n(Cc2ccccc2)c(=O)[nH]c1=O,-9%&-5%,-9&-17,-3&12,-1%&-7%,4&-3,-14%&-15%,6&-2,2&8,-1.3%&5.8%
COC(=O)CCCCC1SCC(NC(=O)c2ccccc2)C1Cl (centres undefined),-2%,-19,11,0%,-7,9%,-25,15,-1.0%
Oc1ccc(CC2(N3CCCC3)CCCCC2)cc1,-1%,3,-2,-1%,3,1%,7,-1,-2.4%
COc1ccccc1N1C(=O)CC(=O)NC1=O,-4%,7,-2,0%,9,-3%,9,1,-2.5%
CCOC(=O)C1SC2(C(F)(F)C(F)F)CC1(O)c1c(c(OC)c3occc3c1OC)O2 (centres undefined),0%,-20,0,2%,-5,-3%,-7,3,3.3%
O=C(/C=C/c1ccccc1)NCCc1cnc[nH]1,0%,·,12,-1%,-3,2%,-4,12,1.5%
CC(C)CCN1CCN(Cc2c(F)cccc2Cl)CC1CCO (centres undefined),-3%,18,-16,0%,2,2%,-8,3,0.4%
COc1ccc(-n2c(-c3ccccc3F)nc3ccccc3c2=O)cc1,-2%,6,·,-1%,·,3%,·,·,·
C[C@]12CCC3C(CC[C@H]4C[C@@H](O)CC[C@]34C)C1C/C(=N/O)[C@@H]2O (some centres undefined),0%,-7,·,5%,·,-6%,·,·,·
C=CCN1C(=O)CSc2ccc(C(=O)N3CCC4(CC3)OCCO4)cc21,-1%,1,-3,-2%,-2,-5%,3,3,2.9%
CCCCNC(=O)CN1C(=O)CN=C(c2ccccc2)c2ccccc21,-4%,-4,-2,-5%,-4,-1%,-9,2,-3.2%
O=c1[nH]c(O)c(C=Nc2ccc(F)c(Cl)c2)c(=O)[nH]1,-2%,7,-2,1%,1,6%,-2,0,-0.9%
CCCCc1nc(N2CCNCC2)c(C#N)c2c1CSC(C)(C)C2,-3%,-14,-14,-1%,-4,-4%,21,6,2.0%
COc1ccc(C(=O)c2nc3ccccc3n2C(C)C)cc1OC,2%,8,-7,-1%,-4,4%,9,8,1.8%
CP(=O)(O)CCCN,-3%&-4%&-5%,-4,-1,0%,-4,0%,3,0,0.7%
CCCCNC(=O)c1c(N)n(Cc2ccc3c(c2)OCO3)c2nc3ccccc3nc12,-3%,-5,8,-2%,9,1%,0,1,0.8%
CCN1C(=O)c2ccccc2Sc2ccc(C(=O)N3CCC4(CC3)OCCO4)cc21,-7%,·,2,-3%,-3,2%,0,6,1.3%
Cc1cc(N2CCNCC2)nc2ccccc12,-4%,-14,-1,-13%,0,-7%,1,0,0.0%
C[C@]12CCC3C(CC[C@H]4C[C@@H](O)CC[C@]34C)C1C[C@@H](O)[C@@H]2O (some centres undefined),1%,2,·,2%,·,3%,·,·,·
COCCN1Cc2cc(=O)n3c([nH]c4ccccc43)c2C1=N,0%,-19,0,-3%,-1,2%,7,2,13%
CC1CCN(c2cc(Br)c([N+](=O)[O-])cc2F)CC1,-2%,-10,4,1%,-1,-1%,18,2,0.7%
COP(=O)(OC)/C(C=O)=N/Nc1ccc([N+](=O)[O-])cc1,1%,2,-5,-9%,-4,-2%,-3,2,0.5%
O=c1[nH]c(=O)n(-c2ccc(Cl)cc2)c(O)c1C=Nc1ccc(S(=O)(=O)Nc2nccs2)cc1,-4%,·,-7,-15%,7,?,1,3,-0.3%
Cn1nc(-c2ccc(OCC(=O)N3CCN(Cc4ccccc4)CC3)cc2)c2ccccc2c1=O,-5%&-4%,-10,5,-12%&-8%,-5&-1,-11%&0%,-18&-15,12&1,-0.9%&-1.0%
Cc1ccccc1-n1nc(C)c2c1NC(=O)CSC2c1ccc(N(C)C)cc1 (centres undefined),·,-13,5,·,-2,·,6,5,0.0%

# Fetched by structure from above:
SMILES,Glioma ERSR ind,RXFP1 antagonist,D2 PAM,Vif-APOBEC3G blk,D1 PAM,Vif-A3F inh,D1 antagonist,D1 agonist,RXFP1 ag
Cn1nc(-c2ccc(OCC(=O)N3CCN(Cc4ccccc4)CC3)cc2)c2ccccc2c1=O,-5%&-4%,-10,5,-12%&-8%,-5&-1,-11%&0%,-18&-15,12&1,-0.9%&-1.0%
CP(=O)(O)CCCN,-3%&-4%&-5%,-4,-1,0%,-4,0%,3,0,0.7%

# New compounds follow.
SMILES,Glioma ERSR ind,RXFP1 antagonist,D2 PAM,Vif-APOBEC3G blk,D1 PAM,Vif-A3F inh,D1 antagonist,D1 agonist,RXFP1 ag
O=C(c1ccco1)c1cn(Cc2ccccc2Cl)c2ccccc12,-4%,-25,0,0%,-5,4%,4,15,3.6%
CN(C)C(=O)Oc1cc(OC(=O)N(C)C)cc(C(O)CNC(C)(C)C)c1 (centres undefined),0%&-1%&-3%,27,11&-1,1%&5%,-2&-4,-2%&0%,3&2,-1&-2,0.0%&-0.1%
Cc1ccc(C(=O)N[C@@H](C)CN2C3=NC[C@@H](Cc4ccccc4)N3C[C@H]2Cc2ccc(O)cc2)cc1Br,-3%,·,-12,-17%,-6,-1%,-44*,-1,1.6%
Cc1ccccc1[N+](=O)[O-],-4%,·,2,-1%,-3,-1%,·,-1,0.0%
Cc1ccc2c(c1)N(CCC(=O)N1CCC3(CC1)OCCO3)C(=O)C(C)O2 (centres undefined),-6%,-3,·,0%,·,-15%,·,·,0.1%
CC(=O)NC(Cc1ccc(N(CCCl)CCCl)cc1)C(=O)NC(CC(C)C)C(=O)O (centres undefined),-2%,-24,-9,0%,-4,4%,-11,1,3.4%
CCCCC(C)C(OC(=O)CC(CC(=O)O)C(=O)O)C(CC(C)CC(O)CCCCC(O)CC(O)C(C)N)OC(=O)CC(CC(=O)O)C(=O)O (centres undefined),0%,·,0,2%,8,2%,4,1,4.3%
COC(=O)c1cc(C(O)(C(=O)OC)C(F)(F)F)c(/N=C/N(C)C)s1 (centres undefined),-5%,-1,-10,-5%,-6,-6%,-8,1,0.2%
O=C(c1ccc2nc(-c3ccco3)c(-c3ccco3)nc2c1)N1CCC2(CC1)OCCO2,-6%,-5,·,0%,-1,4%,-3,4,-0.6%
COc1ccc(-c2nn(CCC#N)cc2C(=O)Nc2cccc([N+](=O)[O-])c2)cc1OC,-3%,5,3,-10%,-3,2%,0,3,0.3%
